Screening results as filed in PubChem.
Cav3 T inh: human Cav3.2 channel inhibition, primary screen | 100,000 tested, 4% active | O95180 | B-score at 10 µM | Cav3.2-expressing cells, Fluo-4 calcium fluorescence FDSS; active compounds read low;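 active = single-dose well whose peak fluorescence ratio is a statistical outlier from its plate by either plate-standardised score or position-corrected B-score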
* hit, by the source's call. The list is partial; the hit share may differ from the screen's.

Sample of the layout, 14 compounds:
Nc1ccc(CC2SC(=O)NC2=O)cc1 (stereo not given) was read as Cav3 T inh 0.574.
COc1ccc(OC)c(C2N(c3ccc(Cl)cc3)C(=O)C3CCCN32)c1 (stereo not given) was read as Cav3 T inh -0.717.
C=CCNS(=O)(=O)c1ccc2nsnc2c1 was read as Cav3 T inh 0.696.
`COCCOC(=O)C1=C(C)NC(SCC(=O)NC(C)(C)C)=C(C#N)C1c1ccco1` (stereo not given) gave Cav3 T inh -0.504.
`CCOCc1cnc(C)nc1NCC(=O)c1c(C)[nH]c2cc(C)ccc12` gave Cav3 T inh 2.14.
`O=C(CN(CCc1ccccc1)C(=O)Cn1nnc(-c2cccs2)n1)NCc1ccco1` gave Cav3 T inh -0.507.
`Cc1ccc(-n2ncc3c(=O)n(CC(=O)N4CCCc5ccccc54)cnc32)cc1C` gave Cav3 T inh -2.62.
`CCC1SC2=NC(C)=C(C(=O)OCCOC)C(/C=C/c3ccccc3OC)N2C1=O` (stereo not given) gave Cav3 T inh -5.77*.
For Cc1ccc(-c2nnn(CC(=O)NC3CCN(Cc4ccccc4)CC3)n2)cc1 the results were Cav3 T inh -4.83.
For CC1(C)Cc2c(sc3nc4n(c(=N)c23)CCC4)CO1 the results were Cav3 T inh -0.119.
COC(=O)/C(=C(/F)SCC(C)=O)C(F)(F)F was read as Cav3 T inh -0.286.
Cc1ccc2cc(CN(CCCO)S(=O)(=O)c3cccc4nsnc34)c(=O)[nH]c2c1C was read as Cav3 T inh 0.96.
Screening CCOc1cc(NC(=O)C2CCCCC2)c(OCC)cc1NC(=O)c1ccco1 returned Cav3 T inh 1.13.
O=C(Cn1c(-c2cscn2)nc2ccccc21)Nc1ccc(Cl)cc1 was read as Cav3 T inh -2.

This part in full, previewed entries included:
Nc1ccc(CC2SC(=O)NC2=O)cc1 (stereo not given) was read as Cav3 T inh 0.574.
COc1ccc(OC)c(C2N(c3ccc(Cl)cc3)C(=O)C3CCCN32)c1 (stereo not given) was read as Cav3 T inh -0.717.
C=CCNS(=O)(=O)c1ccc2nsnc2c1 was read as Cav3 T inh 0.696.
`COCCOC(=O)C1=C(C)NC(SCC(=O)NC(C)(C)C)=C(C#N)C1c1ccco1` (stereo not given) gave Cav3 T inh -0.504.
`CCOCc1cnc(C)nc1NCC(=O)c1c(C)[nH]c2cc(C)ccc12` gave Cav3 T inh 2.14.
`O=C(CN(CCc1ccccc1)C(=O)Cn1nnc(-c2cccs2)n1)NCc1ccco1` gave Cav3 T inh -0.507.
`Cc1ccc(-n2ncc3c(=O)n(CC(=O)N4CCCc5ccccc54)cnc32)cc1C` gave Cav3 T inh -2.62.
`CCC1SC2=NC(C)=C(C(=O)OCCOC)C(/C=C/c3ccccc3OC)N2C1=O` (stereo not given) gave Cav3 T inh -5.77*.
For Cc1ccc(-c2nnn(CC(=O)NC3CCN(Cc4ccccc4)CC3)n2)cc1 the results were Cav3 T inh -4.83.
For CC1(C)Cc2c(sc3nc4n(c(=N)c23)CCC4)CO1 the results were Cav3 T inh -0.119.
COC(=O)/C(=C(/F)SCC(C)=O)C(F)(F)F was read as Cav3 T inh -0.286.
Cc1ccc2cc(CN(CCCO)S(=O)(=O)c3cccc4nsnc34)c(=O)[nH]c2c1C was read as Cav3 T inh 0.96.
Screening CCOc1cc(NC(=O)C2CCCCC2)c(OCC)cc1NC(=O)c1ccco1 returned Cav3 T inh 1.13.
O=C(Cn1c(-c2cscn2)nc2ccccc21)Nc1ccc(Cl)cc1 was read as Cav3 T inh -2.
`CC(C)(C)NC(NC(=O)Cc1ccccc1)C(Cl)(Cl)Cl` (stereo not given) gave Cav3 T inh -1.18.
`O=C(c1cc(-c2cccc(O)c2)on1)N1CCc2ccccc2C1` gave Cav3 T inh -1.78.
`OC(CNCc1ccc(F)cc1)(c1ccc(F)cc1)c1ccc(F)cc1` gave Cav3 T inh -4.17*.
`Cc1ccc2c(C)ccc(O)c2n1` gave Cav3 T inh 0.566.
For CCc1ccccc1NC(=O)/C(=C/c1ccco1)c1ccccc1 the results were Cav3 T inh -5.54*.
Screening O=C(COC(=O)c1ccncc1)NCc1ccccc1 returned Cav3 T inh 0.357.
`COc1ccc(CCNC(=O)C2CC3Cn4c(nc5cc(C)c(C)cc54)C3N2C)cc1` (stereo not given) gave Cav3 T inh 0.841.
CC1(C)CC(=O)C(C(C2=C(O)CC(C)(C)CC2=O)c2cccnc2)C(=O)C1 (stereo not given) was read as Cav3 T inh -0.612.
Screening COC(=O)CC1COc2ccccc2N1C(=O)c1ccc(C(C)(C)C)cc1 (stereo not given) returned Cav3 T inh -2.89.
Screening COc1ccc(CNC(=O)C(c2cccs2)N(Cc2ccco2)C(=O)Cc2cccs2)cc1 (stereo not given) returned Cav3 T inh -7.15*.
`O=C(O)c1cc(O)c2c(c1)C(=O)c1cccc(O)c1C2=O` gave Cav3 T inh 1.66.
For O=S(=O)(Nc1ccc(N2CCOCC2)cc1)c1ccccc1 the results were Cav3 T inh -0.341.
For Cc1ccc(S(=O)(=O)N(CC(=O)NC2CCCCCC2)c2ccccc2F)cc1 the results were Cav3 T inh 0.147.
O=C1C=C(N2CCN(C(=O)c3ccccc3)CC2)C2(CCCCC2)O1 was read as Cav3 T inh 0.585.
`O=C(O)CCCCCNC(=O)c1cccc(Br)c1` gave Cav3 T inh -0.106.
`N#Cc1c(N2CCOCC2)nc(N2CCCCC2)c2c1CCN(C1CCCCC1)C2` gave Cav3 T inh -3.05.
`CCC(=O)NCCN1CCN(C(=O)CC)CC1` gave Cav3 T inh -0.616.
Screening Cn1c2c(c(=O)n(C)c1=O)C(c1cccc([N+](=O)[O-])c1)Nc1ccccc1O2 (stereo not given) returned Cav3 T inh -0.533.
`COc1cccc(C2/C(=C(\O)c3ccc(OC)c(OC)c3)C(=O)C(=O)N2c2cc(C)on2)c1` (stereo not given) gave Cav3 T inh 1.03.
Screening CCOC(=O)N1CCC(NC(=O)CS(=O)(=O)Cc2nc(-c3ccc(C)cc3)oc2C)CC1 returned Cav3 T inh -0.711.
For C=CCNc1nc(NCCO)nc(N2CCCC2)n1 the results were Cav3 T inh -1.01.
Screening Cc1ccnc2nc(C(=O)NCc3cccs3)nn12 returned Cav3 T inh 0.748.
CCc1ccc(NC(=O)CSc2nnc(-c3ccccn3)n2C)cc1 was read as Cav3 T inh 0.348.
`Cc1ccc(NC(=O)CSc2nnc(Cc3cccn3C)n2-c2ccc(F)cc2)c(C)c1` gave Cav3 T inh -10.2*.
`O=C(O)CCSCC(=O)c1ccc2c(c1)OCCO2` gave Cav3 T inh 0.627.
Screening CCOc1ccc(N2C(=O)CC(N(O)c3ccccc3)C2=O)cc1 (stereo not given) returned Cav3 T inh 0.0202.
For Cc1nnc(NC(=O)CSc2nc3c(c(=O)n2C)SC(C)C3)s1 (stereo not given) the results were Cav3 T inh -0.836.
For O=C(c1cccc(C(F)(F)F)c1)N1CCN(C2CCCCC2)CC1 the results were Cav3 T inh 2.37.
COc1ccc(OCCSc2nnc(CC(=O)Nc3cccc(Cl)c3Cl)n2C)cc1 was read as Cav3 T inh -4.04*.
COCCNC(C(=O)Nc1cc(Cl)cc(Cl)c1)c1ccccc1 (stereo not given) was read as Cav3 T inh -5.19*.
CCc1ccc(C2C(C#N)=C(N)SC(N)=C2C#N)cc1 was read as Cav3 T inh -1.71.
`O=C(O)C1CC=CCC1C(=O)NCc1ccccc1` (stereo not given) gave Cav3 T inh 0.72.
CC(=O)c1cc(F)c(N2CCN(C(=O)COc3ccc(F)cc3)CC2)cc1C was read as Cav3 T inh 0.246.
`Cc1ccc(NC(=O)CCc2nnc(SCC(=O)Nc3ccccc3C)n2C)cc1Cl` gave Cav3 T inh -0.5.
`O=C(COc1cccc2cccnc12)Nc1nccs1` gave Cav3 T inh -0.0914.
`CC(=O)N1CCN=C1SCc1ccc(C)cc1` gave Cav3 T inh 0.879.

Already shown: 2 of the compounds above.
CC(=O)c1cc(F)c(N2CCN(C(=O)COc3ccc(F)cc3)CC2)cc1C was read as Cav3 T inh 0.246.
`Cc1ccc(NC(=O)CCc2nnc(SCC(=O)Nc3ccccc3C)n2C)cc1Cl` gave Cav3 T inh -0.5.

(list continues)
For CCC(=O)N1CC2(C)CN(C(=O)CC)CC(C)(C1)C2 the results were Cav3 T inh -0.134.
For Cn1c(=O)[nH]c(=O)c2c1nc(N1CCCCC1)n2CC(O)CN1CCCCC1 (stereo not given) the results were Cav3 T inh -0.646.
Cc1cc(C)c(C(=O)c2ccc(C(=O)N(C(C)C)C(C)C)cc2)c(C)c1 was read as Cav3 T inh -5.13.
For Cc1ccc(C)n1NC(=O)c1ccccc1 the results were Cav3 T inh -0.314.
Screening CCN1C(=O)C2C(c3cccc(F)c3)NC(C)(C(=O)OC)C2C1=O (stereo not given) returned Cav3 T inh 0.595.
Screening Cn1c(/C=N/NC(=O)c2ccccc2Br)nc2ccccc21 returned Cav3 T inh -4.34*.
For COc1ccc(CNC(=O)CN2C(=O)C3CCCN3c3ncc(Cl)cc32)cc1 (stereo not given) the results were Cav3 T inh -1.7.
Screening COc1ccc(Cl)cc1CN1CCN(c2nc(C)cc(C)c2C#N)CC1 returned Cav3 T inh -0.218.
O=Cc1ccc(OCc2ccccn2)cc1 was read as Cav3 T inh 2.02.
For O=c1c2c(-c3ccccc3)csc2ncn1/N=C/c1c2ccccc2cc2ccccc12 the results were Cav3 T inh -1.82.
`Cc1cccc(NC(=O)CSC(N)=O)c1C` gave Cav3 T inh 0.359.
For O=S(=O)(c1ccc(Cl)s1)N1CCN(c2ncccn2)CC1 the results were Cav3 T inh 0.0264.
For Cn1c(N)c(C(=O)COC(=O)C2(c3ccc(F)cc3)CCCC2)c(=O)n(C)c1=O the results were Cav3 T inh -1.8.
For Cc1ccnc(N2C(=O)C3C4CC(C(Br)C4Br)C3C2=O)c1 (stereo not given) the results were Cav3 T inh 0.563.
Screening COc1ccc(C(=O)N/C(N)=N/c2nc3ccccc3o2)cc1 returned Cav3 T inh 0.0822.
Screening CC1(C)CC2CC(C)(CN2c2ncnc3ccccc23)C1 (stereo not given) returned Cav3 T inh -0.984.
`Cc1nn(-c2ccccc2)c2sc(C(=O)N3CCc4ccccc4C3)cc12` gave Cav3 T inh -1.93.
Screening CCOC(=O)C1C(=O)NC(N2CCN(c3ccccc3)CC2)=NC1c1ccccc1 (stereo not given) returned Cav3 T inh -0.055.
Screening Cc1ccc(C2CC(c3cccc(C)c3)n3nc(N)nc3N2)cc1 (stereo not given) returned Cav3 T inh 0.00396.
`O=C(CCc1c[nH]c2ccccc12)NCC1CCCO1` (stereo not given) gave Cav3 T inh 0.0268.
Cc1ccccc1-c1nc(Cc2ccc(Cl)cc2)no1 was read as Cav3 T inh 0.269.
`CCN(CC)S(=O)(=O)N1CCC(C(=O)NC(C)CCc2ccccc2)CC1` (stereo not given) gave Cav3 T inh 0.725.
Screening CCCCCc1cc(=O)oc2c(C(CCN3CCCC(C)C3)c3ccc(N(C)C)cc3)c(OC)cc(OC)c12 (stereo not given) returned Cav3 T inh -1.51.
Screening Cc1cccc(C)c1NC(=O)C/C(N)=N/O returned Cav3 T inh -0.0135.
`O=C(CN1C(=O)C2CC=CCC2C1=O)Nc1nnc(SCc2c(Cl)cccc2Cl)s1` (stereo not given) gave Cav3 T inh -0.105.
Screening CC(=O)N1CCc2cc(S(=O)(=O)NC(CC(C)C)C(=O)Nc3ccc4c(c3)OCCO4)ccc21 (stereo not given) returned Cav3 T inh -0.0413.
Screening CCc1nc(-c2cc3ccc(C)cc3[nH]c2=O)no1 returned Cav3 T inh -0.422.
O=C(CCOc1ccccc1)NCc1ccccc1 was read as Cav3 T inh 0.998.
Screening CCc1nnc(NC(=O)c2ccc(S(=O)(=O)N3CCCc4ccccc43)cc2)o1 returned Cav3 T inh -1.62.
O=C(NCCc1cccs1)C1CC(c2cccc([N+](=O)[O-])c2)=NO1 (stereo not given) was read as Cav3 T inh 0.693.
For COc1ccc2c(c1)c(=O)cc(C)n2CC(=O)NCc1ccco1 the results were Cav3 T inh 0.0931.
For CC(C)Cc1ccc(C#N)c(SCC(N)=O)n1 the results were Cav3 T inh 0.864.
For NC(=O)C1=C[C@@H](c2ccc(C(F)(F)F)cc2)C[C@@H](OCCCCO)O1 the results were Cav3 T inh 0.0244.
Screening COc1ccc(/C(O)=C2/C(=O)C(=O)N(Cc3cccnc3)C2c2ccco2)cc1OC (stereo not given) returned Cav3 T inh -0.443.
CCCS(=O)(=O)Nc1c(C(=O)O)[nH]c2ccccc12 was read as Cav3 T inh -0.581.
Screening CCOC(=O)c1c(N)sc2c1CCC(C)C2 (stereo not given) returned Cav3 T inh -0.0632.
O=S(=O)(Cc1ccccc1)NCc1cccnc1 was read as Cav3 T inh 0.0509.
O=C(CS(=O)(=O)Cc1ccccc1)Nc1nc2ccccc2s1 was read as Cav3 T inh -2.4.
For Cc1cc(C(=O)COC(=O)c2ccccc2O)c(C)n1Cc1cccs1 the results were Cav3 T inh -2.56.
COc1ccc(CCNC(=O)c2cnccn2)cc1 was read as Cav3 T inh 0.392.
`O=C(O)CP(=O)(c1ccccc1)c1ccccc1` gave Cav3 T inh -0.147.
`COc1ccc(C(=O)Nc2ccc3c4c(cccc24)CC3)cc1` gave Cav3 T inh -2.12.
`Cc1nc(C(=O)NCc2ccccc2)sc1C1(C)CC(c2cccnc2)=NO1` (stereo not given) gave Cav3 T inh 0.0411.
Screening Cc1ccsc1C1C2=C(CCCC2=O)Nc2ncnn21 (stereo not given) returned Cav3 T inh 0.383.
COCCNC(=O)CCCCCn1c(=S)[nH]c2ccccc2c1=O was read as Cav3 T inh -0.22.
Screening c1ccc(-n2nnnc2Oc2cccc3cccnc23)cc1 returned Cav3 T inh -0.804.
Screening COC(=O)C1=C(C(=O)OC)[C@@H]2N(Cc3ccccc3)c3ccccc3[C@@]23C[C@@H](CO)N(C(=O)NC2CCCC2)C3=N1 returned Cav3 T inh -0.534.
`CC1Cc2ccccc2N1C(=O)COC(=O)C1=COCCO1` (stereo not given) gave Cav3 T inh 0.255.
For CCC(=O)N(CCC(c1ccccc1)c1ccco1)Cc1cccs1 (stereo not given) the results were Cav3 T inh -9.38*.
`CCOC(=O)c1nn(-c2ccccc2)c(=O)cc1SC(C)CC` (stereo not given) gave Cav3 T inh 0.332.
Screening Cc1oc(C)c(C(=O)NCCCC(=O)O)c1C(=O)NCCCC(=O)O returned Cav3 T inh -0.184.
Screening COc1ccc(CC(=O)OCc2cc3cccc(C)c3[nH]c2=O)cc1 returned Cav3 T inh -0.579.
